Screening results as filed in PubChem BioAssay.
CCR6 antagonist = antagonists of human CCR6 receptor; inhibition, % at 20 µM; CHO-K1 CCR6 PathHunter beta-arrestin, luminescence, CCL20-stimulated; hit rate 0.49% among 340,000; P51684;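 active = compounds whose inhibition of the agonist-driven luminescence signal at 20 µM reaches about 50%, limit read from the data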;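 also: cells stimulated with CCL20 at 14 nM final; plate controls were DMSO with CCL20 for no effect and DMSO without agonist for full effect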
UPR CHOP act = activators of apoptotic arm of unfolded protein response (CHOP) | CHO-CHOP luciferase reporter, UPR activation, luminescence; percent of tunicamycin response over DMSO baseline | hit rate 0.34% among 330,000 | activation, % at 10 µM;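 active = at 10 µM dose, activation of 40% or more, normalized to positive control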;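 also: 100% = tunicamycin at 10 µg/mL and 0% = DMSO alone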
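Assay system: CHO cells with stable CHOP pathway luciferase reporter; Buffer or medium: F12 plus 10% serum; Times: 16-18 h cell attachment, then 6 h compound exposure, 37 °C; Signal: luciferase luminescence; Read-out basis: percent activation relative to tunicamycin control; Control set: tunicamycin high control, DMSO low control.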
Mdm2 MdmX PPI = disrupts the human Mdm2-MdmX interaction | O15151+Q00987 | SaOS-2 split-luciferase Mdm2/MdmX complementation, luminescence | inhibition, % at 8 µM | hit rate 3% among 330,000 | AID 485346;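 active = inhibition of at least 50% at 8 µM in the primary screen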
Target sequence (O15151 whole entry, looked up): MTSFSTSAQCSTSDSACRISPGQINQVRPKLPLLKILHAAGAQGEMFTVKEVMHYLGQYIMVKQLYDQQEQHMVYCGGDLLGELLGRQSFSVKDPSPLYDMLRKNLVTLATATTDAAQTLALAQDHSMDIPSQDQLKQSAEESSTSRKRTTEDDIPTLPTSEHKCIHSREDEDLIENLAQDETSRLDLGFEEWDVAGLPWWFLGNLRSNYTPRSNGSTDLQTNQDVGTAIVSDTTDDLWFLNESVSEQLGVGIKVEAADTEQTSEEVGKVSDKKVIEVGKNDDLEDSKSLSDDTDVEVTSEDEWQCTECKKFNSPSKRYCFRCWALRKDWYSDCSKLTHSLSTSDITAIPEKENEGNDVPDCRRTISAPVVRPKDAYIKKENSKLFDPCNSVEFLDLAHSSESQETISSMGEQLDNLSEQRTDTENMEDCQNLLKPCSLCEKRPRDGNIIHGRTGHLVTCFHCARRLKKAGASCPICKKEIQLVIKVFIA
Target sequence (Q00987 whole entry, looked up): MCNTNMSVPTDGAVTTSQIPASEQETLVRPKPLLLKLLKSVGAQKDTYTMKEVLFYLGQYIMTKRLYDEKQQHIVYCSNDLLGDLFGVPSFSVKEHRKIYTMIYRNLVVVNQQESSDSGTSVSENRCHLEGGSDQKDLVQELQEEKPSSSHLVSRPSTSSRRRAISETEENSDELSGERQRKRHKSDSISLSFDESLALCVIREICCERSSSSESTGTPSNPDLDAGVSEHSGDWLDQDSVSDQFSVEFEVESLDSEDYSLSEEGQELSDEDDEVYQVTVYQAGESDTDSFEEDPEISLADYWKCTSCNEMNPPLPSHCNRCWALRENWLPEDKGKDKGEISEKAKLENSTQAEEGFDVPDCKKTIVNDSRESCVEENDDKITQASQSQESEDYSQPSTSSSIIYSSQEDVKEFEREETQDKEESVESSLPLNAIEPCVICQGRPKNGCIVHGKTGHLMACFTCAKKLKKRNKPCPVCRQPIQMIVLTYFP
EBI2 antag = antagonists of human EBI2 receptor; P32249; EBI2 beta-arrestin recruitment, luminescence, 7a,25-OHC stimulated; inhibition, % at 5 µM; hit rate 0.81% among 360,000; in the data active = inhibition above about 38%;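 also: enzyme fragment complementation signal reports receptor beta-arrestin coupling in cells; 0% = agonist plus DMSO wells and 100% = wells without agonist; some results beyond the cut were filed as inactive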
CXCR6 inh = blocks human CXCR6 beta-arrestin recruitment | AID 602244 | hit rate 0.36% among 360,000 | CHO-K1 PathHunter CXCR6 beta-arrestin, luminescence | inhibition, % at 20 µM | O00574; in the data active = inhibition above about 34%, passing the limit was not always enough;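 also: antagonist mode with CXCL16 agonist at 10 nM final; 0% = 10 nM CXCL16 with DMSO and 100% = unstimulated wells without agonist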
APJ antag = antagonists of human APJ apelin receptor | hit rate 0.32% among 330,000 | CHO-K1 APJ beta-arrestin complementation, luminescence | inhibition, % at 20 µM | AID 2521;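 active = inhibition above about 40% at 20 µM, limit read from the data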;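 also: cells challenged with 10 nM apelin-13 agonist together with compound; plate controls were apelin-13 plus DMSO wells for no effect and DMSO wells lacking apelin-13 for full effect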
XBP1 UPR activ = adaptive UPR (XBP1) activation | CHO-XBP1 luciferase reporter, IRE1-XBP1 UPR activation, luminescence; percent of tunicamycin response, DMSO as zero | activation, % at 20 µM | hit rate 0.33% among 330,000 | AID 463104;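 active = versus positive control, 20 µM dose yields 30% or more activation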;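 also: 100% = tunicamycin at 10 µg/mL and 0% = DMSO only wells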
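Material: CHO-XBP1 cells stably carrying IRE1-XBP1-driven luciferase reporter / Amount: 1000 cells per well / Compound: 20 µM, 1% DMSO / Times: 6 h treatment, 37 °C / Detection: luciferase luminescence / Measure: % activation of reporter signal versus tunicamycin and DMSO controls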
tim23-1 inh = growth inhibitors of tim23-1 mutant yeast. inhibition, % at 20 µM. AID 463212. hit rate 1.3% among 330,000. S. cerevisiae tim23-1 growth, BacTiter-Glo luminescence, 24 h;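 active = growth inhibition of the mutant yeast at or above 50%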;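 also: temperature-sensitive mutant grown at 25 °C; plate controls were DMSO-treated mutant yeast for no effect and medium wells lacking yeast for full effect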
APJ agonist = APJ receptor agonism. CHO-K1 APJ PathHunter beta-arrestin, luminescence; 0% DMSO wells, 100% apelin. P35414. activation, % at 20 µM. hit rate 0.11% among 330,000. AID 2520;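 active = activation more than six SD over the plate average, tested at 20 µM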;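 also: 0% = DMSO alone and 100% = apelin-13 at 10 nM; some results filed as inactive read as strong as hits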
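Test system: CHO-K1 APJ beta-arrestin complementation cell line. Amount: cell density 1000 per well. Controls: DMSO negative, 10 nM Apelin-13 positive. Signal: luminescent beta-gal fragment complementation, chemiluminescent substrate. Read-out basis: agonist-driven arrestin binding to APJ. Timing: compound stimulation 90 min at 25 °C, detection 60 min.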
* marks the source's active call; other numbers are inactive results.

SMILES	CCR6 antagonist	UPR CHOP act	Mdm2 MdmX PPI	EBI2 antag	CXCR6 inh	APJ antag	XBP1 UPR activ	tim23-1 inh	APJ agonist
Cc1onc(-c2ccccc2)c1C(=O)OCC(=O)Nc1ccc(OC(F)(F)F)cc1	-7	-0.4	9	-23	-12	10	-3	20	1
CCC1(C)Cc2c(C#N)c(N)sc(=S)c2CO1 (stereo unspecified)	9	-1.1	14	-7	-5	0	0	-8	-1
CN(C)C(=O)CS(=O)(=O)c1ccc(Cl)cc1	-1	-0.2	8	0	-1	8	4	0	-1
CC(C)(C)c1ccc(S(=O)(=O)Nc2cccc(C3OCCCO3)c2)cc1	3	-1.5	-5	-12	-9	-10	-2	31	-4
CC(=O)N1N=C(c2cccnc2)OC1c1ccc(C(C)C)cc1 (stereo unspecified)	4	3.3	20	-10	-2	7	-2	7	-4
CCOc1ccc(S(=O)(=O)N(C)CC(=O)NCc2ccccn2)cc1Cl	-6	-0.3	7	-1	9	8	2	4	-3
CCSCc1nnc(SCC(=O)Nc2cc(F)ccc2C)n1C	5	2.2	-14	3	1	-6	-2	9	2
O=C(/C=C/c1cc2ccccc2o1)c1ccccc1O	25	4.1	-50	7	5	0	2	48	-2
Cc1ccc(S(=O)(=O)NCCC(=O)OC(C)C(=O)NC2CC2)cc1 (stereo unspecified)	6	-2.5	7	-6	-7	10	-1	7	0
COC(=O)C1=NNC2(c3ccc(Cl)cc3)C(=O)N(c3ccccc3)C(=O)C12 (stereo unspecified)	13	0.0	8	3	-9	-17	-4	6	-1
Cc1ccccc1-n1c(SCC(=O)c2cc(C)n(C)c2C)nnc1-c1ccncc1	-8	-2.4	-3	1	-8	-1	0	20	-2
CCc1nnc(NS(=O)(=O)c2ccc(N/C=C\C(=O)c3cccc(OC)c3)cc2)s1	3	1.7	-28	-3	0	-9	-1	17	-1
O=C(CSc1nc2ccccc2c(=O)[nH]1)c1ccccc1	-1	2.2	-6	0	5	4	1	6	0
Cc1occc1C(=O)N1CCCC(N2CCN(c3ccccc3F)CC2)C1 (stereo unspecified)	12	2.1	13	1	-7	-3	-8	-14	-2
COC(=O)c1ccccc1NC(=O)CSc1nnc(COc2cccc(OC)c2)n1C	10	0.8	-11	-2	5	11	-2	12	-1
O=C(COc1ccc2ccccc2c1)NCCc1ccc2c(c1)OCCO2	7	-0.3	-25	18	-3	-2	-1	18	-3
Cc1cc(=O)oc2cc(OC(C(=O)O)c3ccccc3)ccc12 (stereo unspecified)	2	-1.4	-11	4	-7	9	-2	13	-2
CCOc1ncccc1C(=O)OCC(=O)NCc1ccccc1	5	-0.4	-16	-1	-1	-5	-1	-5	1
CCOC(=O)C1CCCN(c2oc(-c3ccc(OC)cc3)nc2C#N)C1 (stereo unspecified)	16	0.3	12	-11	-1	13	-2	46	-2
Cc1sc2nc(C3CC3)nc(SCC(=O)N3c4ccccc4CC3C)c2c1C (stereo unspecified)	21	0.7	85*	26	12	2	2	31	-4

The closing 4 compounds of the part above lead into the next.
SMILES	CCR6 antagonist	UPR CHOP act	Mdm2 MdmX PPI	EBI2 antag	CXCR6 inh	APJ antag	XBP1 UPR activ	tim23-1 inh	APJ agonist
Cc1cc(=O)oc2cc(OC(C(=O)O)c3ccccc3)ccc12 (stereo unspecified)	2	-1.4	-11	4	-7	9	-2	13	-2
CCOc1ncccc1C(=O)OCC(=O)NCc1ccccc1	5	-0.4	-16	-1	-1	-5	-1	-5	1
CCOC(=O)C1CCCN(c2oc(-c3ccc(OC)cc3)nc2C#N)C1 (stereo unspecified)	16	0.3	12	-11	-1	13	-2	46	-2
Cc1sc2nc(C3CC3)nc(SCC(=O)N3c4ccccc4CC3C)c2c1C (stereo unspecified)	21	0.7	85*	26	12	2	2	31	-4
CC(C)C(=O)N=C1SC2CS(=O)(=O)CC2N1Cc1ccccc1 (stereo unspecified)	10	-2.0	-14	-4	3	2	-2	2	-1
CCOC(=O)c1c(O)c2c([nH]c1=O)CCCC2	0	-0.9	16	-10	-9	-9	0	4	-3
COc1ccc(NC2=Nc3cccc4cccc2c34)cc1OC	30	2.5	36	2	6	14	2	-3	-8
CC(=O)NC(Cc1ccc(F)c(F)c1)C(=O)NC1CCN(C(=O)c2ccc(C)cc2)CC1 (stereo unspecified)	-4	-1.6	3	2	-3	6	-1	7	0
COc1ccc(S(=O)(=O)N2CCC3(CC2)OCCO3)cc1	-3	-1.9	18	-1	2	-9	-2	14	0
O=C(N=Nc1c(O)[nH]c2ccc(F)cc12)c1ccc(NS(=O)(=O)c2cccs2)cc1	39	1.9	5	-6	22	32	-1	-2	-7
COc1ccc(OC)c(S(=O)(=O)N2CCN(c3ccccc3)CC2)c1	6	0.7	16	-6	6	23	-5	25	-4
CC1=C(C(=O)c2ccccc2)C(c2cn(-c3ccccc3)nc2-c2ccc(Cl)cc2)NC(=S)N1 (stereo unspecified)	16	-0.2	23	25	4	13	-1	21	-3
O=C(O)CC(C(=O)Nc1ccc(Cl)cc1Cl)C1CCCO1 (stereo unspecified)	-12	2.0	18	-3	-8	-15	0	-3	-1
O=C(c1cnn(C(=O)COc2ccc(Cl)cc2)c1)c1ccccc1O	-16	-1.1	13	-8	-6	-4	1	44	2
CCOc1ccc(Br)cc1S(=O)(=O)Nc1ccc(C(=O)OCC(=O)N(C)c2ccccc2)cc1	-8	0.4	0	-3	-2	-4	-3	1	0
CCOC(=O)Cn1c(C)[n+](CC(=O)c2ccccc2)c2ccccc21	-3	-0.3	-4	-3	-3	7	0	-2	2
COC(=O)c1cccc(NC(=O)CCNC(=O)c2ccco2)c1	6	0.0	-3	4	-5	-1	-2	1	-2
Cc1cccc(N2C(=O)/C(=C/c3cccnc3)SC2=S)c1	-5	-0.6	10	-19	-1	-17	-1	58*	7
COc1cc(C(=O)OCC(=O)c2ccc(S(=O)(=O)N3CCCCC3)cc2)cc(OC)c1OC	41	0.1	3	4	28	38	0	7	-10
O=C1NC2c3ccccc3CC2O1 (stereo unspecified)	-3	0.0	-36	-1	-3	-9	1	15	10
Cc1cccn2c(=O)nc(SCC(=O)N3CCCCC3)nc12	-5	1.0	-12	7	-6	16	2	6	-1
CC(C)Cc1ccc(CN2CCCC(NC(=O)CCN3CCOCC3)C2)cc1 (stereo unspecified)	-2	4.1	8	-3	7	7	-3	-9	-1
CC(O)CN1C(=O)C(CC(=O)Nc2ccc(Cl)cc2)SC1=Nc1ccccc1 (stereo unspecified)	-3	-2.9	28	8	0	9	-3	6	1
COc1ccccc1C(=O)Nc1ccc(S(=O)(=O)Nc2cc(C)on2)cc1	-5	-0.6	12	-5	3	11	-5	6	-3
COCC(=O)Nc1ccccc1C(=O)NC(C)C	-3	-0.9	-6	-12	1	-1	0	11	-4
c1ccc2[nH]c(CN3CCCCCC3)nc2c1	-7	1.2	-9	3	-3	-5	-1	-2	0
COc1cc(OC)cc(-c2c(C#Cc3ccsc3)c3cc(-c4ccc(OC)nc4)ccc3n2C)c1	7	-0.7	-12	1	0	15	-3	16	-1
CCOc1ccc(/C=C/C(=O)Nc2ccc(C(N)=O)cc2)cc1OC	0	2.3	-9	7	1	10	1	-6	-3
CCN(CC)C(=O)c1nc[nH]c1C(=O)O[C@@H](C)c1ccccc1	-4	1.6	-3	-6	-6	5	-1	12	-5
CCc1nnc(SCc2cn3c(C)cc(C)nc3n2)n1N	-26	-2.2	22	-1	-14	6	-3	-1	-4
COc1cc(/C=C2/NC(=O)N(Cc3ccccc3F)C2=O)cc(OC)c1OC	13	3.5	1	-1	3	6	0	14	-2
CC1(C)CC(=O)C2=C(C1)Nc1ccccc1NC2c1cc(Cl)ccc1O (stereo unspecified)	4	0.7	12	-5	2	-10	-5	17	2
CC(NC(=O)C1CCC(CNS(=O)(=O)c2ccccc2)CC1)c1ccccc1 (stereo unspecified)	1	-0.2	-3	5	3	5	0	-3	-1
COc1ccc(S(=O)(=O)CCC(=O)NC2CCCCC2)cc1	-13	-4.2	12	9	0	-1	2	15	1
Cc1ccc2cc(CN(CC3CCCO3)C(=O)C(C)C)c(=O)[nH]c2c1 (stereo unspecified)	-28	0.0	9	-4	-8	14	2	6	-2
CCC(C)(C(=O)NC1CCCC1)N(C(C)=O)c1ccc(C)cc1 (stereo unspecified)	-2	-1.4	0	-2	-3	-2	1	17	1
Cc1cc2oc(=O)cc(CN3CCCCC3)c2cc1O	6	4.0	-5	-5	-1	15	-3	24	-4
CC(NC(=O)CSc1ncccn1)c1ccccc1 (stereo unspecified)	-7	-2.8	-8	-3	0	10	0	2	2
CC(C)(C)OC(=O)CC[C@@H](C(=O)NCCCCCCCCCCC(=O)N1CCN(C(=O)OC(C)(C)C)CC1)n1cc(CCCCCNC(=O)OC(C)(C)C)nn1	24	5.8	-11	-4	21	-3	-2	12	0
CCOC(=O)C1=C(C)NC(=O)NC1	40	-2.8	7	-3	6	11	0	6	1
COc1ccc(/C=C(/CC(=O)NCc2ccc(Cl)cc2)c2nc3ccccc3s2)cc1	21	3.0	35	39*	2	12	-1	3	1
CCc1ccc(NC(=O)CC2C(=O)N(c3ccc(C)cc3)C(=O)N2C2CC2)cc1 (stereo unspecified)	3	-2.0	5	4	-9	-3	1	24	-3
O=C(CNC(=O)C1(c2ccccc2)CC1)Nc1ccc(F)c(F)c1	9	0.6	-7	-23	2	17	-4	10	-2
CCn1nc(NC(C)=O)c2cc3ccc(C)cc3nc21	-5	-2.3	9	2	44*	3	-2	12	0
Clc1nc(-c2n[nH]nc2Cl)n[nH]1	2	-0.5	12	-5	-5	9	-2	-28	17
Cc1c(-n2c(SCC(C)C)nc3ccccc3c2=O)c(=O)n(-c2ccccc2)n1C	18	-0.2	-3	13	-1	12	-2	11	-4
Cc1ccc(C)c(C(=O)CN2C(=O)CCC2=O)c1	-7	-1.1	19	-1	2	10	1	1	-5
CCn1c(SCc2ccc(C(=O)Nc3nccs3)cc2)nnc1-c1ccc(N)cc1	18	-1.6	-4	4	2	-36	-5	32	1
COc1ccc(C)cc1NC(=O)c1cc2ccccc2cc1OCC(=O)NCc1ccco1	-1	3.7	9	26	1	6	6	0	-2
CC(C)(C)c1nnc(NC(=O)CS(=O)(=O)Cc2ccccc2)s1	20	0.0	0	-7	-1	3	0	8	-3
O=C(CNc1n[nH]c(=O)[nH]c1=O)N/N=C/C=C/c1ccccc1	8	1.5	0	-2	-3	-10	-2	13	-1
O=C(N/N=C/c1ccc(Br)s1)c1cccs1	-2	4.1	15	27	-10	0	5	57*	2
O=C(COc1ccccc1)NCc1nnc(SCC(=O)Nc2nccs2)n1-c1ccccc1	-4	0.4	17	-2	-3	12	2	17	0
CCC(C)Nc1nc(N)c([N+](=O)[O-])c(NCCO)n1 (stereo unspecified)	0	0.4	-10	-1	7	-15	3	10	-1

A portion of the library; count on the stated rates, not on these rows.
